BoNT A protease: blocks Botulinum neurotoxin A light chain protease | multiplex microsphere protease substrate cleavage, flow cytometry | inhibition, % at 10 µM | actives 0.17% (n = 360,000); further: plate controls were buffer without enzyme for full effect and enzyme alone for no effect
SARS 3CLpro inh: SARS-CoV 3CLpro protease inhibition | P0C6X7 | recombinant SARS-CoV 3CLpro, quenched FRET peptide cleavage | inhibition, % at 6 µM | actives 0.14% (n = 290,000); in the data active means inhibition above about 12%
PfHsp40 rescue: restores yeast growth despite PfHsp40 toxicity; S. cerevisiae expressing PfHsp40, growth rescue, ATP luminescence; growth rescue, % at 12.5 µM; actives 0.68% (n = 340,000); AID 504582; in the data active means growth rescue above about 28%, passing the limit was not always enough;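 further: yeast W303a lacking pdr1 and pdr3 grown in galactose medium; growth measured after three days at 30 °C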
SSB-PriA inh: K. pneumoniae PriA-SSBct interaction inhibition; AlphaScreen SSBct-PriA binding, biotinylated peptide; inhibition, % at 33 µM; actives 0.6% (n = 430,000); AID 1272365; in the data active means inhibition mostly above about 37%, no sharp cut-off; inactive means mostly below about 20%;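 further: plate controls were negative control peptide for no effect and reference peptide for full effect; strong numbers were not always called active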
Y pestis TopoI: Y. pestis Topo-I inhibition via cleavage products | actives 0.064% (n = 360,000) | activity, % at 10 µM | AID 504884 | Y. pestis Topo-I cleavage product accumulation, plate reader; in the data active means activity above about 50%, passing the limit was not always enough; further: inactives centre near 2
Anthrax LF inh2: blocks Bacillus anthracis lethal factor protease. P15917. multiplex microsphere protease cleavage assay, LF. inhibition, % at 10 µM. actives 0.12% (n = 360,000). AID 588501; further: plate controls were buffer without enzyme for full effect and enzyme alone for no effect
TcdB GH inh: inhibitors of Clostridioides difficile toxin B glycohydrolase; actives 0.24% (n = 350,000); inhibition, % at 9.99 µM; TcdB glycohydrolase enzymatic assay, plate reader; P18177; in the data active means inhibition above about 10%
PrPC surface inh: reduces human prion protein on the cell surface. P04156. cell surface PrPC, TR-FRET read-out. actives 0.43% (n = 370,000). inhibition, % at 13.8 µM; in the data active means inhibition above about 24%; further: 0% = median of the test wells and 100% = reference compound wells
BH1578 lux ind: quorum light induction in luxS cqsA deficient V. cholerae; activation, % at 18.7 µM; V. cholerae BH1578 lux reporter, luminescence, 6 h; AID 588436; actives 0.16% (n = 350,000); in the data active means activation mostly above about 9.7%, no sharp cut-off; further: not every result past the cut was called active; inactives centre near 0; reference of the scale not given here
Numbers without * were called inactive; i = inactive; . = no result given; & = joins results of further samples. Unless noted, no stated cut-off is given here; in the data, active means inhibition above about 30%; inconclusive means no clear call, values can overlap the other calls; inactive means below that.

SMILES	BoNT A protease	SARS 3CLpro inh	PfHsp40 rescue	SSB-PriA inh	Y pestis TopoI	Anthrax LF inh2	TcdB GH inh	PrPC surface inh	BH1578 lux ind
CCOc1cnc(-c2c(-c3c(F)cccc3Cl)noc2C)o1	-1.2	1	0.2	-7	3	-7	0.3	-4	i
NC(=O)[C@@H]1CCCN1Cc1c(C(=O)N2CCc3ccccc3C2)nc2ccc(Cl)cn12	2.3	1	0.1	11	21	0	0.6	3	i
Cc1ccc(/C=C(\NC(=O)c2ccccc2)C(=O)N2CCCC2C(=O)O)cc1 (stereo unspecified)	-0.4	8	0.3	0	2	1	1.0	6	1.2
CCn1c(=O)c(C(=O)Nc2ccccn2)c(O)c2ccccc21	-0.3	5	.	-23	8	1	1.8	-4	-0.4
Cc1ccc(CNC(=O)c2ccc(N3CCC4(CC3)CC(c3ccccc3)=NO4)c(NC(=O)c3ccc(Cl)c([N+](=O)[O-])c3)c2)cc1	-0.7	.	-0.8	-17	3	-6	-1.2	-2	1.6
Cc1c(C(=O)c2ccc(F)cc2F)c2ccccn2c1CCC#N	-1.4	-5	0.3	2	2	-3	1.2	-18	0.6
COCCNc1nc(C)c(C(C)=O)s1	1.0	5	-0.3	-6	-7	-3	1.4	-1	-0.3
COc1cccc(-n2c(SCC(=O)NC3CCCC3)nnc2-c2ccco2)c1	0.8	1	0.4	8	7	-3	.	-1	.
COc1ccc(C2=Cc3ccccc3C(CC(=O)C3CC3)N2c2ccc(-c3cc(OC)c(OC)c(OC)c3)cc2)cc1 (stereo unspecified)	5.7	.	.	.	.	-7	0.2	-9	.
N#Cc1ccccc1OCC(=O)OCC(=O)N1CCCC1	-0.7	.	-0.5	-18	-8	-4	1.1	-5	-4.3
CC(=O)Nc1ccc(NC(=O)COc2ccc(-c3ccc(C#N)cc3)cc2)cc1	1.0	.	1.2	-5	10	6	-0.7	-6	5.9
Cn1nc2c(c1C(=O)O)CCCC2	-0.3	0	1.0	-4	0	0	.	2	-0.5
CCCCc1c(-c2ccccc2OC)ncn1Cc1ccc(-c2ccccc2)cc1	-0.7	.	.	.	.	-1	2.7	8	.
Cc1nc2sc3c(c2c(=O)n1N)CCC3	-0.6	2	1.2	-5	3	-1	2.8	0	i
COCCNC(=O)Cn1nc(-c2ccccc2)c2ccccc2c1=O	-2.7	-2	0.8	-6	5	-3	0.4	5	-0.3
CC1=C(C(=O)OC2CCC(C)CC2)C(c2ccc(O)c([N+](=O)[O-])c2)NC(=O)N1 (stereo unspecified)	1.4	0	1.8	13	4	7	4.0	-1	-0.1
CNC(=O)c1cc2ncc(C(F)(F)F)cc2s1	-0.9	1	1.2	-10	7	-2	-0.8	-1	-0.2
C[C@H]1CN([C@@H](C)CO)C(=O)CCCn2cc(nn2)CO[C@@H]1CN(C)S(=O)(=O)c1ccc(Oc2ccccc2)nc1	0.4	.	.	.	3	4	-2.8&0.0	8	i
CCOC(=O)C(=O)C1C(=O)Nc2ccccc21 (stereo unspecified)	-14	-1	1.9	5	-3	-2	-0.2	-4	-0.9
CC(C)N1CCN(c2ccncc2S(=O)(=O)N2CCOCC2)CC1	0.5	3	-1.1	-9	3	2	.	-5	0.4
COc1cc2[nH]c(Cl)c([N+](=O)[O-])c2cc1OC	-0.1	0	0.9	-4	-5	-8	0.2	-17	-0.4
O=C(Nc1ccc(Oc2ccsc2C(=O)O)cc1)c1ccccc1F	-3.2	6	0.6	10	6	16	-0.7	6	-0.9
O=C(Nc1nc(-c2cccnc2)cs1)c1cccc([N+](=O)[O-])c1	-1.0	1	0.1	-15	11	-1	-8.6	1	i
CC(C)Oc1ccc(Cn2c(=O)sc3ccccc32)cc1	0.1	4	2.3	-93	31	-2	.	-2	3.6
CCC(OC(C)=O)c1cc2c(cc1[N+](=O)[O-])OCCO2 (stereo unspecified)	-0.6	0	-1.6	-10	0	-2	0.6	-11	-5.6
Cc1cc(NC(=O)CSc2nc3c(C)c(C)ccc3cc2C)no1	-1.0	3	-0.2	-12	4	-2	0.4	7	-0.1
Brc1ccc(Nc2ncnc3[nH]ncc23)cc1	-0.8	0	.	3	3	-4	2.5	6	-0.5
COCCCNc1nc2ccccc2nc1NS(=O)(=O)c1ccccc1	0.3	-1	-1.2	-8	3	3	2.1	6	i
COc1cc2ccccc2cc1C(=O)N1CCCC(C(F)(F)F)C1 (stereo unspecified)	0.0	.	0.4	0	0	-7	-0.4	-10	-0.5
CCOc1ccc(C2NC(=O)NC(C)=C2C(=O)OCc2ccccc2)cc1 (stereo unspecified)	-1.5	-2	0.9	-8	2	-3	1.3	-6	4.0
CC12CCCCC1N(O)C(=O)C(=O)N2O (stereo unspecified)	-1.4	-1	0.1	-6	4	-2	.	5	-0.4
COc1cc(OC)c(OC)cc1C=NCC1(c2ccccc2)CCCC1	-0.9	9	-0.1	1	4	2	0.9	-5	-3.6
CC(C)CC(c1nnnn1C1CCCC1)N1CCC(C(N)=O)CC1 (stereo unspecified)	-0.6	1	0.3	-9	5	2	1.4	-7	-0.5
COc1ccccc1NS(=O)(=O)c1ccc(C)c(NC(=O)c2ccc(S(=O)(=O)N3CCCCCC3)cc2)c1	-0.8	8	-0.4	-4	-3	0	0.7	14	i
Nc1nc(NCCCN2CCOCC2)nc(NCc2ccccc2)c1[N+](=O)[O-]	-3.6	-5	0.2	1	4	4	0.5	-11	-0.2
CCOC(=O)[C@@H]1[C@H]2COc3ccccc3[C@@H]2N2C(=O)N(c3cccc(C)c3)C(=O)[C@@]12C	0.0	.	-0.9	-12	5	2	0.9	-5	-4.0
O=C(CCc1ccccc1)Nc1cccc(NC(=O)CCc2ccccc2)c1	-0.9	2	0.1	-11	10	-2	-22	25*	i
Cc1ccc(N2C(=O)c3cccc4cccc(c34)C2=O)cc1	-0.5	2	-1.7	-7	10	-1	0.0	3	-0.2
CCOC(=O)c1c(CS(=O)(=O)c2ccccc2)n(C)c2cc(Br)c(O)cc12	-1.8	-1	-0.5	0	8	-6	-3.8	7	i
CC1NC(=O)NC1CCCCC(=O)O (stereo unspecified)	0.0	-1	-0.8	-1	3	-7	.	4	i
Cc1ccc(NC(=O)CNC(=O)c2ccc(Oc3ccccc3)cc2)nc1	0.4	.	3.5	-6	28	-7	2.1	7	i
CC(C)CNS(=O)(=O)c1ccc(CCC(=O)NCc2ccc(Cl)cc2)cc1	-0.7	-2	-1.6	1	10	10	0.9	-2	0.9
Cc1ccccc1Cn1nc(C)c(NC(=O)c2cc3nc(-c4ccco4)cc(C(F)(F)F)n3n2)c1C	0.0	-2	3.1	-4	13	4	.	-5	.
COc1ccccc1C(=O)N/C(=C/c1ccc2c(c1)OCO2)C(=O)Nc1ccc(C(=O)O)cc1	1.3	0	-0.5	0	10	0	0.6	4	0.0
CN(C)/C=C/C(=O)c1ccncc1	0.5	0	1.2	-4	-7	-3	-2.7	3	-0.2
COC(=O)c1ccc(C(NC(=O)OCc2ccccc2)/C(F)=C/[C@@H](C)C(=O)NCc2ccc(OC)c(OC)c2)cc1 (stereo partly specified)	-0.3	-2	0.0	-3	11	-5	1.0	-4	-0.4
CCc1cc(C(=O)OC)c(NC(=O)CN2CCN(C(=O)C3CCCO3)CC2)s1 (stereo unspecified)	1.1	2	-1.2	3	26	-1	-0.7	-2	-0.6
COc1ccccc1N1CC(C(=O)Nc2ccc(S(=O)(=O)N3CCCC3)cc2)CC1=O (stereo unspecified)	-0.5	.	1.9	-9	5	0	2.3	-2	i
Cc1cccc(N2CCN(C(=O)CC(NC(=O)c3ccccc3Cl)c3ccccc3)CC2)c1C (stereo unspecified)	0.4	5	6.9	17	31	-1	0.5	-3	-0.5
COc1cc(/C=N/NC(=O)c2cccc(S(=O)(=O)N3CCCC3)c2)ccc1O	1.1	.	-0.7	.	-4	-2	-0.9	-3	i
COc1ccc(C(c2nnnn2C2CCCC2)N2CCN(c3ccccc3)CC2)cc1 (stereo unspecified)	0.2	-3	1.0	19	1	-3	.	-3	0.7
CCN(CC(N)=O)S(=O)(=O)c1ccc(F)cc1	-1.0	-2	-1.2	-12	4	6	1.3	1	i
Cc1cc(O)cc2c1O[C@@](C)(CCC[C@@H](C)CCC[C@@H](C)CCCC(C)C)CC2	0.1	.	7.4	-1	14	-1	.	10	-0.7
O=C(c1cc(S(=O)(=O)N2CCCCC2)ccc1F)N1CCCCC1	0.1	-3	0.0	-11	7	-6	2.4	.	-0.4
CCOC(=O)c1cc2c(OC)c(OC)ccc2c2[nH]cc(C#N)c(=O)c12	0.3	.	.	.	4	-15	0.9	-5	-3.1
N=C1c2ccccc2CN1NC(=O)c1ccc(Cl)cc1	-0.3	7	0.6	-5	0	0	.	2	i
CCCn1c(=N)n(CC(O)c2ccco2)c2ccccc21 (stereo unspecified)	-0.3	1	2.5	0	2	4	.	-8	i
CN(C)/C=C(\C(=O)c1ccc(Cl)cc1)c1nnnn1-c1ccc(Cl)cc1	0.2	1	-0.3	5	18	-2	.	-4	i
CC1(C)CC(=O)C(CC2=C(O)CC(C)(C)CC2=O)=C(O)C1	0.7	-6	-0.3	-13	6	-1	.	2	-2.2
Cc1cc(C)c2c(n1)nn1c(C)c(CCC(=O)NCc3ccco3)c(C)nc21	0.3	0	-1.3	3	6	4	1.1	-5	1.4
N#Cc1c(C(F)(F)F)cc(-c2ccc(Cl)c(Cl)c2)nc1SCCN1CCOCC1	3.6	-4	0.1	4	-5	3	0.4	.	i
COc1cc(C2NC(=O)CCC2[N+](=O)[O-])cc(OC)c1OC (stereo unspecified)	0.7	2	-1.0	-16	-3	7	0.5	-6	i

As entered above.
CCc1cc(C(=O)OC)c(NC(=O)CN2CCN(C(=O)C3CCCO3)CC2)s1 (stereo unspecified) in Y pestis TopoI is entered as 26
CC1=C(C(=O)OC2CCC(C)CC2)C(c2ccc(O)c([N+](=O)[O-])c2)NC(=O)N1 (stereo unspecified) in TcdB GH inh is entered as 4.0
CN(C)/C=C(\C(=O)c1ccc(Cl)cc1)c1nnnn1-c1ccc(Cl)cc1 in BoNT A protease is entered as 0.2
COc1ccc(C2=Cc3ccccc3C(CC(=O)C3CC3)N2c2ccc(-c3cc(OC)c(OC)c(OC)c3)cc2)cc1 (stereo unspecified) in TcdB GH inh is entered as 0.2
COc1ccccc1NS(=O)(=O)c1ccc(C)c(NC(=O)c2ccc(S(=O)(=O)N3CCCCCC3)cc2)c1 in Y pestis TopoI is entered as -3

Sorted by number of heavy atoms (high to low): three of the compounds above.
SMILES	BoNT A protease	SARS 3CLpro inh	PfHsp40 rescue	SSB-PriA inh	Y pestis TopoI	Anthrax LF inh2	TcdB GH inh	PrPC surface inh	BH1578 lux ind
COC(=O)c1ccc(C(NC(=O)OCc2ccccc2)/C(F)=C/[C@@H](C)C(=O)NCc2ccc(OC)c(OC)c2)cc1 (stereo partly specified)	-0.3	-2	0.0	-3	11	-5	1.0	-4	-0.4
Cc1cc(O)cc2c1O[C@@](C)(CCC[C@@H](C)CCC[C@@H](C)CCCC(C)C)CC2	0.1	.	7.4	-1	14	-1	.	10	-0.7
CCc1cc(C(=O)OC)c(NC(=O)CN2CCN(C(=O)C3CCCO3)CC2)s1 (stereo unspecified)	1.1	2	-1.2	3	26	-1	-0.7	-2	-0.6

Whole records from above. Values in the order: BoNT A protease	SARS 3CLpro inh	PfHsp40 rescue	SSB-PriA inh	Y pestis TopoI	Anthrax LF inh2	TcdB GH inh	PrPC surface inh	BH1578 lux ind
`COc1ccccc1C(=O)N/C(=C/c1ccc2c(c1)OCO2)C(=O)Nc1ccc(C(=O)O)cc1` is listed with 1.3	0	-0.5	0	10	0	0.6	4	0.0
`Brc1ccc(Nc2ncnc3[nH]ncc23)cc1` is listed with -0.8	0	.	3	3	-4	2.5	6	-0.5

Source: PubChem BioAssay (several laboratories)

These rows are one share of the data; count on the stated rates, not on these rows.
